Screening results (PubChem BioAssay)
HP1b binding inh = blocks HP1-beta chromodomain binding to methylated histone tails; P83916; AlphaScreen HP1-beta / biotin-H3K9me3 peptide binding; Potency, µM (top dose mostly 114 µM), without a hit: top-dose activity change, negative = inhibition, usual class: inhibitors; 390,000 compounds, 0.56% hits; note: potency is the fitted concentration of half-maximal effect; nearly all actives have a fitted effect of over 70% in size; inactives centre near 23
Target sequence (P83916 whole entry, looked up): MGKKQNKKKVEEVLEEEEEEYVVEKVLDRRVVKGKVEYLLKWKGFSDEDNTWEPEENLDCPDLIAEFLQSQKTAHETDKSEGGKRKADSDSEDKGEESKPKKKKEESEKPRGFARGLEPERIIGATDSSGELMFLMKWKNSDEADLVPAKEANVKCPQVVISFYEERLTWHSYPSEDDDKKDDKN
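HP1-beta protein (50 nM final) preincubated 30 min at room temperature with biotinylated H3(1-18)K9me3 peptide (50 nM) in PBS pH 7.4, 0.01% Tween-20, then compound added for 30 min. AlphaScreen streptavidin donor/nickel chelate acceptor beads (10 ug/mL final), 30 min dark, luminescence read.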
PI4K2A block = blocks human PI4K2A kinase activity | AID 1346378 | activity change, negative = inhibition, % at 76.9 µM | purified PI4K2A, ADP-Glo luminescence, 1 h; stronger effect = lower value | 420,000 compounds, 0.13% hits; in the data active = activity change below about -50%; inconclusive = mostly about -30% to -49%;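 note: -100% = wells without enzyme as full effect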
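PI4K2A activity was measured by ADP-Glo luminescence: enzyme (4 ug/mL stock) and phosphatidylinositol (1.2 mM stock) in Tris pH 7.5/MgCl2/EGTA/Triton X-100 buffer were reacted with ATP (300 microM stock) for one hour at ambient temperature.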
JMJD2A Tudor = blocks the human JMJD2A Tudor domain. O75164. AlphaScreen JMJD2A-Tudor / H3K4me3 peptide binding. Potency, µM (highest dose often 114 µM), for the others: at the highest dose activity change, negative = inhibition, most hits filed as inhibitors. 390,000 compounds, 4.4% hits. AID 504339; note: potency is the fitted concentration of half-maximal effect; % is set by controls: 0 for no effect and ±100 for the full control effect; nearly all actives have a fitted effect of over 50% in size
Tb PGK inh = blocks T. brucei phosphoglycerate kinase; P07378; PGK/GAPDH coupled, Kinase-Glo luminescence, 60 min; Potency, µM (top dose mostly 57.5 µM), for the others: top-dose activity change, negative = inhibition, usual class: inhibitors; 380,000 compounds, 0.043% hits; note: potency is the fitted concentration of half-maximal effect; % is set by controls: 0 for no effect and ±100 for the full control effect; nearly all actives have a fitted effect of over 60% in size
Target sequence (P07378 whole entry, looked up): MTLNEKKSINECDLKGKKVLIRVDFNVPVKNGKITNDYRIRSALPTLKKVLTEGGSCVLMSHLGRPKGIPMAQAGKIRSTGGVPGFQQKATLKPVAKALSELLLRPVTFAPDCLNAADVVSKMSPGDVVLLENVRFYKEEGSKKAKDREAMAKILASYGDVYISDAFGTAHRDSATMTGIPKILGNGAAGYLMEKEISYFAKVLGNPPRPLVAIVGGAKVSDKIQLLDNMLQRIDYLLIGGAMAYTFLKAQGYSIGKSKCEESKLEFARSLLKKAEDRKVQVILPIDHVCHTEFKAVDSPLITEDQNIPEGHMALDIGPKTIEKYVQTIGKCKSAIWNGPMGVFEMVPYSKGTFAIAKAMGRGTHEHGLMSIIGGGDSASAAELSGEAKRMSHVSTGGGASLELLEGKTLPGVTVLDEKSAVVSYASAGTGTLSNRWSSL
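Luminescent ATP detection (Kinase-Glo Plus) follows a 60-minute room-temperature incubation, with wells lacking PGK as controls. Buffer: 100 mM TEA (pH 7.6), 5 mM MgCl2, 0.01% Tween-20. Coupling enzyme GAPDH (100 nM final) supplies unstable 1,3-BPG in-well.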
G9a block = blocks human histone lysine methyltransferase G9a | Q96KQ7 | G9a H3K9 monomethylation, AlphaScreen, 2 h | Potency, µM (top dose mostly 102 µM), for the others: at the top dose activity, negative = inhibition, usual class: inhibitors | 350,000 compounds, 8.8% hits | AID 504332; note: potency is the fitted concentration of half-maximal effect; % is set by controls: 0 for no effect and ±100 for the full control effect; nearly all actives have a fitted effect of over 75% in size
Target sequence (Q96KQ7 913-1193 limits assumed): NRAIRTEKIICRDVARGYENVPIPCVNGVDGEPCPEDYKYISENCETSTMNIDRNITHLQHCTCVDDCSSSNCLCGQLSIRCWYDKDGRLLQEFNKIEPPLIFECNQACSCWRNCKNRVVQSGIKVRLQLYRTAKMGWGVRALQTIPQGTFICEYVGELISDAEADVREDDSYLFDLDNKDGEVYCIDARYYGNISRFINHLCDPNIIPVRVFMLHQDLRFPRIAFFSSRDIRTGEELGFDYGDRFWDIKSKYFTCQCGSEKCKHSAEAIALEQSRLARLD
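Chemiluminescent proximity detection of H3K9 monomethylation, read after 10 min bead incubation in the dark. Reaction: 20 nM G9a, 500 nM biotin-H3K9 peptide, 20 uM SAM cofactor, 2 h, room temperature, following 15 min enzyme-compound preincubation.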
Pin1 inhibitor = human Pin1 inhibition. Pin1 FP peptide displacement, HiFluor488, 10 min. Potency, µM (doses to about 115 µM), for inactives: top-dose activity, negative = inhibition, actives largely listed as inhibitors. 390,000 compounds, 0.009% hits; active = well fitted inhibition curve with a large enough effect in the polarisation, with a control signal flat, not every such curve was filed as active; inconclusive = small, poorly fitted or top-dose-only effect, or effect the other way, or a change in a side signal; inactive = no such curve, though single readings can be large or run the other way; the % refers to the polarisation; note: potency is the fitted concentration of half-maximal effect; % is set by controls: 0 for no effect and ±100 for the full control effect
ERG Ets-DNA blk = blocks human ERG Ets domain binding to DNA; Potency, µM (series often up to 76.9 µM), for the others: at the top dose FP activity, negative = inhibition, actives largely listed as inhibitors; P11308; 370,000 compounds, 0.028% hits; fluorescence polarization, His-ERG Ets domain / labelled DNA; active = well fitted inhibition curve with a large enough effect in the polarisation, with a control signal flat; inconclusive = small, poorly fitted or top-dose-only effect, or effect the other way, or a change in a side signal; inactive = no such curve, though single readings can be large or run the other way; the % refers to the polarisation;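 note: polarization taken with two DNA probes labelled with fluorescein and Texas red; potency is the fitted concentration of half-maximal effect; % of control where 0% means no effect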
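His-tagged ERG Ets domain (1 uM in the protein solution; 300mM KCl, 50mM Tris-HCl, 1mM EDTA, 1mM DTT, pH 7.5) received compound, then a probe mix of 5 nM fluorescein-DNA and 100nM Texas-615-DNA. Fluorescence polarization was read for both dyes.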
GLS inhibitor = blocks human kidney-isoform glutaminase activity | 410,000 compounds, 0.21% hits | Potency, µM (highest dose often 45.5 µM), without a hit: at the highest dose activity change, negative = inhibition, most hits filed as inhibitors | GLS enzymatic activity, qHTS titration; note: potency is the fitted concentration of half-maximal effect; % is set by controls: 0 for no effect and ±100 for the full control effect
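Human kidney-isoform GLS in 45 mM KH2PO4 pH 8.2, 0.02% Tween-20, with compound, started with 1mM L-Glutamine (added stock). Glutamate oxidase/HRP/Amplex red coupled fluorescence read at start and after 30 min at RT.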
BAZ2B inh = inhibitors of human BAZ2B bromodomain. Q9UIF8. AlphaScreen BAZ2B-H3K14Ac peptide displacement. Potency, µM (series often up to 114 µM), inactives show at the top dose activity change, negative = inhibition, most hits filed as inhibitors. 360,000 compounds, 4.4% hits. AID 504333; note: potency is the fitted concentration of half-maximal effect; % is set by controls: 0 for no effect and ±100 for the full control effect; nearly all actives have a fitted effect of over 60% in size
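Inhibition is scored as reduced AlphaScreen emission. The BAZ2B/b-H3(5-23)K14Ac complex (50 nM each) in PBS pH 7.4, 0.01% Tween-20 meets compound (up to 110 uM) for 30 min at RT before bead addition.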
* = called active by the depositor; i = inactive; ? = inconclusive; / = not tested or not shown; & = joins results of further samples; [ ] = remark or other dose. Unless noted, calls come from the whole dose curve; as a rule, active = well fitted curve in the direction sought with a large enough effect; inconclusive = small, poorly fitted or top-dose-only effect, or another doubt; inactive = no such curve, though single readings can be large; an effect the other way counts as inactive or inconclusive.

BAZ2B inh,G9a block,PI4K2A block,JMJD2A Tudor,GLS inhibitor,HP1b binding inh,Pin1 inhibitor,Tb PGK inh,ERG Ets-DNA blk,SMILES
0%,50µM*,9,-9%,-4%,13%,-1%,i,-2%,CCOC(=O)C1CCN(C(=O)CCS(=O)(=O)Cc2ccccc2)CC1
2%,7%,1,-25%,17%,-2%,-2%,-1%,-5%,CC(=O)c1ccc(NC(=S)Nc2ccc3[nH]c(=O)[nH]c3c2)cc1
9%,-13%[59 µM],-7,5%,-1%,41%[activator],2%,-9%,-17%,Cc1ccc(-c2cc(C(=O)O)c3sc(N4CCCCC4)nc3n2)cc1
-11%,-6%,-1,0%,0%,14%,1%,-10%,-1%,Cc1cc(=O)n2[nH]c(NCc3ccccc3F)nc2n1
-3%,7%[59 µM],-2,-11%,4%,20%,3%,-2%,10%,O=C(NC1CCCCCC1)c1cccnc1Sc1ccc(Cl)cc1
?,-24%,6,?,7%,?,33%[activator],1%,-2%,Cc1ccc(CNC(=O)c2ccc(Cn3cc(-c4ccc(C)cc4)nc3-c3ccncc3)cc2)cc1
0%,10%[59 µM],45,3%,5%,26%,-3%,6%,-2%,Cc1nn(-c2ccccc2Cl)c(Cl)c1/C=C(\C#N)C(N)=O
/,/,0,9%,1%,36%,5%,-4%,5%,CCCCC1(C)NC(=O)N(CC(=O)N2CCc3ccccc32)C1=O (stereo not drawn)
-8%,58%[activator][59 µM],-1,-7%,-7%,40%,-4%,-8%,10%,CCOC(=O)c1c(NC(=O)C(=O)N/N=C/c2ccccc2OC)sc2c1CCCCC2
-10%,-33%[59 µM],3,-8%,-10%,21%,-10%,1%,-4%,O=C(c1ccc2c(c1)N(Cc1ccccc1F)C(=O)c1ccccc1S2(=O)=O)N1CCOCC1
-9%,51%[activator],-7,-7%,-7%,6%,3%,6%,4%,COc1ccccc1CNC(=O)c1[nH]c(C)c(C(C)=O)c1C
?,?,1,-25%,-1%,-18%,2%,2%,1%,Cc1cccc(-c2nc(S(=O)(=O)c3ccc(Cl)cc3)c(N3CCCCCC3)o2)c1
-11%,-10%[59 µM],-5,-7%,-10%,41%[activator],0%,/,-2%,COc1ccccc1C(=O)NC(=O)Nc1ccc(-c2cc(C(F)(F)F)nn2-c2ccccc2)cc1
10%,/,2,-16%,-9%,42%[activator],-5%,-1%,12%,COCCNC(=O)CCC1CCN(Cc2ccc(-c3ccccc3)cc2)CC1
-9%,?,-5,-1%,14%,30%,2%,1%,-1%,COCc1nnc(NC(=O)c2ccccc2Oc2ccccc2)s1
?,?,-3,?,0%,8%,?,4%,13%,CCCn1c(C(C)Nc2nc(-c3ccc(C)cc3)cs2)nc2cc(Cl)c(Cl)cc21 (stereo not drawn)
5%,16%[2.33 µM],-3,-6%,1%,39%[activator],0%,i,12%,Cc1ccc(S(=O)(=O)N2CCOCC2)cc1NC(=O)COC(=O)c1cc[n+]([O-])cc1
-24%,/,3,-22%,0%,11%,2%,2%,1%,CN(C)CCNc1ccc(-c2nn(C)c(=O)c3ccccc23)cc1[N+](=O)[O-]
4%,/,1,-3%,6%,20%,?,i,-3%,Cc1nc2ccccn2c1-c1ccnc(SCc2ccc(Cl)cc2)n1
2%,-9%[59 µM],3,-6%,2%,48%[activator],-10%,-8%,8%,O=C(NN1CCOCC1)c1ccc([N+](=O)[O-])cc1
?,?,4,-27%,6%,24%,5%,/,-7%,Cc1ccc(-c2ccc(=O)n(CCC(=O)N3CCN(c4cccc(C)c4)C(C)C3)n2)cc1 (stereo not drawn)
?,/,3,29%,-4%,13%,-8%,/,8%,CCCN(C(=O)c1ccco1)c1nnc(-c2cccc(C)c2)s1
-3%,-3%,-4,-10%,3%,23%,2%,-7%,5%,COc1ccc(C(=O)Nc2nnc(S(=O)(=O)Cc3ccccc3)s2)cc1
11%,-3%[59 µM],0,-14%,-1%,5%,18%,-2%,-2%,COC(=O)c1ccc(C(C(=O)NC2CCCCC2)N(Cc2ccc(F)cc2)C(=O)Cc2cccs2)cc1 (stereo not drawn)
-2%,45µM*,0,-19%,-15%,-13%,18%,-5%,21%,COc1ccc(C(C)=O)cc1COC(=O)c1cc2ccccc2cc1O
7%,-5%,4,-18%,-4%,0%,-1%,i,2%,Cc1c(Cl)c([N+](=O)[O-])nn1CCCC(=O)Nc1cc(Oc2ccccc2)cc([N+](=O)[O-])c1
-32%,50µM*,0,-7%,-3%,11%,-2%,1%,5%,CCCCCC(=O)N/N=C/c1cc(Br)c(O)c(OC)c1
/,/,-4,-4%,-3%,15%,-1%,3%,9%,Cc1ccc(C)c(NC(=O)C(c2ccccc2)N2CCN(CC(=O)N3CCOCC3)CC2)c1 (stereo not drawn)
-3%,4%[59 µM],1,-10%,5%,24%,9%,-4%,/,CCOC(=O)c1cnc2cc(C)ccn2c1=O
-3%,-4%[59 µM],5,-8%,5%,47%[activator],-11%,-3%,3%,CCOC(=O)CSc1nc2cc3c(cc2c(=O)n1CCCC(=O)NCCc1ccc(OC)c(OC)c1)OCO3

Filtered by structure, the entries above with a thiophene ring, fused or not
BAZ2B inh,G9a block,PI4K2A block,JMJD2A Tudor,GLS inhibitor,HP1b binding inh,Pin1 inhibitor,Tb PGK inh,ERG Ets-DNA blk,SMILES
-8%,58%[activator][59 µM],-1,-7%,-7%,40%,-4%,-8%,10%,CCOC(=O)c1c(NC(=O)C(=O)N/N=C/c2ccccc2OC)sc2c1CCCCC2
11%,-3%[59 µM],0,-14%,-1%,5%,18%,-2%,-2%,COC(=O)c1ccc(C(C(=O)NC2CCCCC2)N(Cc2ccc(F)cc2)C(=O)Cc2cccs2)cc1 (stereo not drawn)

Next compounds.
BAZ2B inh,G9a block,PI4K2A block,JMJD2A Tudor,GLS inhibitor,HP1b binding inh,Pin1 inhibitor,Tb PGK inh,ERG Ets-DNA blk,SMILES
?,50µM*,-1,-25%,7%,12%,0%,3%,17%,Cc1nc(C)c(-c2csc(Nc3cccc(O)c3)n2)s1
6%,?,0,-15%,-6%,34%,0%,8%,5%,Cc1nnc(NCCc2ccccc2)c2ccccc12
-25%,-22%[2.33 µM],-6,-6%,15%,20%,-5%,-9%,4%,CC(Sc1nccn1C)C(=O)NC1(C#N)CCCCC1 (stereo not drawn)
-4%,5%[59 µM],7,-9%,14%,20%,-2%,-4%,-17%,Cn1nnnc1SCC(=O)Nc1nc(-c2ccccc2)c(-c2ccccc2)o1
-4%,6%,-4,-14%,1%,31%,-5%,i,-1%,CNC(=S)N1CCN(CCNC2=CC(=O)CC(C)(C)C2)CC1
-9%,-36%,2,8%,-8%,47%[activator],-4%,-3%,0%,Cc1nn(CC(=O)Nc2cccnc2)c(C)c1[N+](=O)[O-]
-6%,/,0,?,-5%,-25%,?,-1%,-10%,Cc1ccc(Cn2cccc(NS(C)(=O)=O)c2=O)cc1
?,28%[0.501 µM],4,?,-1%,-16%,3%,-10%,4%,COc1cc2c(cc1OC)C(c1cccc([N+](=O)[O-])c1)N(C(=O)c1ccc(F)cc1)CC2 (stereo not drawn)
11µM*,28µM*,-4&0,50µM*,21%&9%,?,-4%&-11%,-6%&9%,?,Cc1ccc2oc(C(=O)N(Cc3ccc(N(C)C)cc3)CC3CCCO3)c(C)c2c1 (stereo not drawn)
-3%,-5%[12.7 µM],0,-5%,-17%,2%,-1%,-2%,-4%,CCOC(=O)c1nnn(-c2nonc2N)c1CSc1ccccc1

Structural class, the compounds so far with an aryl thioether with sulfur outside any ring
BAZ2B inh,G9a block,PI4K2A block,JMJD2A Tudor,GLS inhibitor,HP1b binding inh,Pin1 inhibitor,Tb PGK inh,ERG Ets-DNA blk,SMILES
-3%,7%[59 µM],-2,-11%,4%,20%,3%,-2%,10%,O=C(NC1CCCCCC1)c1cccnc1Sc1ccc(Cl)cc1
4%,/,1,-3%,6%,20%,?,i,-3%,Cc1nc2ccccn2c1-c1ccnc(SCc2ccc(Cl)cc2)n1
-3%,-4%[59 µM],5,-8%,5%,47%[activator],-11%,-3%,3%,CCOC(=O)CSc1nc2cc3c(cc2c(=O)n1CCCC(=O)NCCc1ccc(OC)c(OC)c1)OCO3
-25%,-22%[2.33 µM],-6,-6%,15%,20%,-5%,-9%,4%,CC(Sc1nccn1C)C(=O)NC1(C#N)CCCCC1 (stereo not drawn)
-4%,5%[59 µM],7,-9%,14%,20%,-2%,-4%,-17%,Cn1nnnc1SCC(=O)Nc1nc(-c2ccccc2)c(-c2ccccc2)o1
-3%,-5%[12.7 µM],0,-5%,-17%,2%,-1%,-2%,-4%,CCOC(=O)c1nnn(-c2nonc2N)c1CSc1ccccc1

Outcome played no part in choosing rows; overall some 11% were active at least once.
